FBA Mtb inh – Mtb fructose-bisphosphate aldolase inhibition. P9WQA3. purified M. tuberculosis FBA, fluorescence read-out. inhibition, % at 1 µM. 360,000 compounds, 2.3% hits. AID 588726; in the data active = inhibition above about 27%;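 also: 0% = vehicle and 100% = reference inhibitor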
Target sequence (P9WQA3 whole entry, looked up): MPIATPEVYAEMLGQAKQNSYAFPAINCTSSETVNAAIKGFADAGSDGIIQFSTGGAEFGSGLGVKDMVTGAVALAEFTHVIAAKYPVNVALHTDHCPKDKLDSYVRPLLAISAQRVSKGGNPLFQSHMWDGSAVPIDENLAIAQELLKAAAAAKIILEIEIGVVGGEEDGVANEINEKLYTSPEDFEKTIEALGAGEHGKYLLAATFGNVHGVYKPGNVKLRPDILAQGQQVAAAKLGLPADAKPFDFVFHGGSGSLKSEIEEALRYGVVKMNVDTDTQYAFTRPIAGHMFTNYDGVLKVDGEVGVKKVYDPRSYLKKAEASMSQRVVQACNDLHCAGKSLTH
Mtb UGM inh – blocks M. tuberculosis UGM enzyme | 320,000 compounds, 0.06% hits | inhibition, % at 10 µM | AID 504406 | purified UGM, fluorescence polarization probe displacement; in the data active = inhibition above about 10%, passing the limit was not always enough
BioA inh – blocks M. tuberculosis BioA enzyme activity; purified M. tuberculosis BioA enzyme, plate reader; inhibition, % at 9.99 µM; 360,000 compounds, 0.096% hits; in the data active = inhibition above about 40%
MazF activator – activators of E. coli MazEF toxin-antitoxin RNase | FAM/BHQ RNA-DNA oligo cleavage fluorescence, 5 h | activation, % at 20 µM | 350,000 compounds, 0.32% hits; in the data active = activation above about 50%
Target sequence (P0AE70 whole entry, looked up): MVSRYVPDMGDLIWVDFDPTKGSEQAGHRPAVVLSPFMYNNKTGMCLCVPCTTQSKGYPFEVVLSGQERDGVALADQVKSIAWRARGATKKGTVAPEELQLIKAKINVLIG
GDH-TPI counter – GDH-TPI coupled enzyme inhibition counter-screen; GDH-TPI coupled enzyme counterscreen, NADH absorbance; inhibition, % at 4.8 µM; 360,000 compounds, 1.2% hits; AID 588335; in the data active = inhibition above about 30%;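 also: 0% = DMSO wells and 100% = wells lacking the enzyme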
3CLpro inhibitor – SARS-CoV 3CLpro protease inhibition. P0C6X7. inhibition, % at 6 µM. AID 1706. 290,000 compounds, 0.14% hits. recombinant SARS-CoV 3CLpro, quenched FRET peptide cleavage; in the data active = inhibition above about 12%
BH1578 lux ind – inducers of Vibrio cholerae quorum light production without autoinducers. V. cholerae BH1578 lux reporter, luminescence, 6 h. 350,000 compounds, 0.16% hits. AID 588436. activation, % at 18.7 µM; in the data active = activation mostly above about 9.7%, no sharp cut-off; also: not every result past the cut was called active; inactives centre near 0; reference of the scale not given here
SSB-PriA inh – K. pneumoniae PriA-SSBct interaction inhibition | AlphaScreen SSBct-PriA binding, biotinylated peptide | inhibition, % at 33 µM | 430,000 compounds, 0.6% hits | AID 1272365; in the data active = inhibition mostly above about 37%, no sharp cut-off; inactive = mostly below about 20%;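 also: plate controls were negative control peptide for no effect and reference peptide for full effect; strong numbers were not always called active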
Rv3671c inh – Rv3671c (M. tuberculosis) protease inhibition; P9WHR9; inhibition, % at 5.96 µM; 320,000 compounds, 0.048% hits; in the data active = inhibition above about 38%;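 also: extracellular domain of Rv3671c used as enzyme; 0% = enzyme with DMSO and 100% = no enzyme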
Target sequence (P9WHR9 whole entry, looked up, the tested form may be a part): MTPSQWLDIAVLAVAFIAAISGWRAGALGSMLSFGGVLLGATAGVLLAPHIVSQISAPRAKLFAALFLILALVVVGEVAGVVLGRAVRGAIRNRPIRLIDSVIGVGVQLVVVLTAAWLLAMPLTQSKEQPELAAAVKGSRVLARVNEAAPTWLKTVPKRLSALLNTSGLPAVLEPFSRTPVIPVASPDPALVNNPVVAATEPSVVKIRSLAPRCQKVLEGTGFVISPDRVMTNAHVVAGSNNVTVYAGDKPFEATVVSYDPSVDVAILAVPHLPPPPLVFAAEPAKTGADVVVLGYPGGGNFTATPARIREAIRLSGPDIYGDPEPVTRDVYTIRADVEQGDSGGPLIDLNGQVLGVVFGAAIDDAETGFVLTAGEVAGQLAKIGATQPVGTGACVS
DUSP3 inh – blocks human VHR1 dual specificity phosphatase; P51452; recombinant VHR phosphatase, pNPP absorbance; inhibition, % at 13.3 µM; 290,000 compounds, 0.52% hits; in the data active = inhibition above about 50%; also: some compounds called inactive have numbers as strong as hits
Active calls of the source: *; i = inactive; · = no result given; & = joins results of further samples. An excerpt, so the mix of outcomes need not match the whole.

SMILES	FBA Mtb inh	Mtb UGM inh	BioA inh	MazF activator	GDH-TPI counter	3CLpro inhibitor	BH1578 lux ind	SSB-PriA inh	Rv3671c inh	DUSP3 inh
Cc1ccc2c(c1)N(CC(=O)NC1CCC(C)CC1)C(=O)CO2 (centres undefined)	5	-0.4	-2.4	-2	-5	-3	-0.3	-15	-7	3
CCC1CCCCN1CCn1c(=S)[nH]c2cc(OC)c(OC)cc2c1=O (centres undefined)	2	0.3	-0.4	9	8	0	-0.3	-4	0	32
O=C(CSc1nc(-c2ccccc2)cc(C(F)(F)F)n1)N1CCOCC1	1	0.2	0.1	-5	10	0	i	-9	-9	5
O=C(CN1CCC(C(=O)c2cccc(Cl)c2)CC1)Nc1ccc(C(=O)O)cc1	-3	1.4	·	-9	3	5	-0.5	-4	-12	4
CCOc1ccc(NC(=O)c2ccc(CSc3nnc(C)s3)cc2)cc1	1	-0.1	·	-4	6	0	-1.4	13	-4	11
O=C(Nc1ccc(Cl)cn1)C1CCN(c2ncnc3c2nc2n3CCCCC2)CC1	2	3.5	-1.1	0	1	0	-0.3	-12	-7	-7
CC(=O)Nc1c(O)nc(SCC(=O)Nc2nnc(CC(C)C)s2)[nH]c1=O	2	-2.6	-1.9	-4	10	0	·	-5	-1	0
C/C(=N\NS(=O)(=O)c1ccc([N+](=O)[O-])cc1)c1c[nH]c2ccccc12	6	-3.3	0.1	52*	1	1	-0.1	·	6	40
O=C(CCC1CCCC1)N=C1SC2CS(=O)(=O)CC2N1c1ccccc1F (centres undefined)	-4	2.4	-2.4	-6	-10	1	-0.2	-7	-6	-8
COc1ccc(NC(=O)CSCC(=O)N(C)CC(=O)Nc2cccc3ccccc23)cc1	-3	-0.3	0.4	2	14	·	-0.5	12	-1	·
O=C(Nc1nc(=S)ss1)c1ccc(Cl)cc1Cl	4	-1.0	-3.0	-9	9	3	i	-16	-1	16
CC(C)C[C@@H](CSc1ccccc1)N1CCN(CCc2ccccc2)CCC1=O	-2	1.3	-3.0	1	8	-6	2.7	-38	0	20
O=[N+]([O-])c1cc(/C=N/N2CCOCC2)cs1	0	1.8	0.6	4	1	-3	i	·	6	18
COc1ccc(NC(=O)c2ccc(NC(=O)c3ccncc3)cc2)cc1	1	1.5	-3.7	-6	5	0	-0.4	1	3	-5
Cc1ncc(N=Nc2ccccc2)c(-c2ccccc2)n1	-5	0.1	3.4	-2	11	1	i	81	8	17
Cc1ccc(CC(=O)NCCS(=O)c2ccc(C)cc2)cc1 (centres undefined)	0	-0.6	1.5	-2	-8	0	-1.0	-7	8	6
CCOC(=O)C1CCN(C(=O)C(=O)Nc2ccc3nc4n(c(=O)c3c2)CCCCC4)CC1	1	-3.8	0.3	3	-1	4	-0.4	-3	5	25
Cc1ccc(/C=C/C(=O)N(Cc2cccs2)C2CCS(=O)(=O)C2)cc1 (centres undefined)	1	2.5	0.6	-6	13	2	i	-6	9	21
Cc1ccc(NC(=O)c2cccc(OCc3c(C)noc3C)c2)cc1	-5	0.8	1.6	5	10	6	-0.4	-8	0	-14
Cc1ccccc1-c1nc(CS(=O)CC(=O)NCCCN(C)c2ccccc2)c(C)o1 (centres undefined)	-1	0.6	0.9	3	-5	-2	-0.3	24	-6	2

Exported with two lines to a compound: 2 of the compounds above.
Every second line gives: FBA Mtb inh, Mtb UGM inh, BioA inh, MazF activator, GDH-TPI counter, 3CLpro inhibitor, BH1578 lux ind, SSB-PriA inh, Rv3671c inh, DUSP3 inh
Cc1ncc(N=Nc2ccccc2)c(-c2ccccc2)n1
 : -5, 0.1, 3.4, -2, 11, 1, i, 81, 8, 17
O=C(Nc1nc(=S)ss1)c1ccc(Cl)cc1Cl
 : 4, -1.0, -3.0, -9, 9, 3, i, -16, -1, 16

The listing continues:
SMILES	FBA Mtb inh	Mtb UGM inh	BioA inh	MazF activator	GDH-TPI counter	3CLpro inhibitor	BH1578 lux ind	SSB-PriA inh	Rv3671c inh	DUSP3 inh
CC1=CC(c2ccccc2)=NS(=O)(=O)N1	-1	·	1.6	-3	7	·	i	1	·	·
CN(C)C(=S)NC(=NCc1ccc([N+](=O)[O-])cc1)c1ccccc1	-2	-3.1	-0.2	-11	-6	3	-0.4	10	-7	-3
CCOC(=O)c1[nH]c2cc3c(cc2c1NC(=O)CN1CCN(CCO)CC1)OCO3	130*	-0.4	0.2	0	46*	1	i	-7	10	-19
CCOC(=O)c1cnn(-c2nc(-c3ccccc3)cs2)c1C(F)(F)F	16	-1.8	·	-15	-13	1	-0.3	-24	3	0
CCc1noc(C)c1C(=O)Nc1cccc2ncccc12	2	-1.2	-0.6	1	5	-4	i	-2	4	-7
CCn1c(=S)sc2c(=O)n(-c3ccccc3)c(SCC(=O)NCc3ccco3)nc21	0	-2.0	2.5	9	38*	6	-0.5	9	3	19
O=C1c2ccccc2C(=O)C1c1ccccn1	-5	-2.1	·	8	5	1	-0.5	5&-1	-18	-2
CN1CC(C(=O)O)Cc2c1ccc1ccccc21 (centres undefined)	102*	0.8	0.1	-6	6	0	0.6	-10	-21	32
COc1ccccc1CNC(=O)C(=O)NCCC1CCCCN1S(=O)(=O)c1ccc(C)cc1 (centres undefined)	7	·	·	-12	2	·	-1.8	17	-9	·
O=C(c1cccc2ccccc12)N1CCCCC1	1	1.5	0.3	3	-5	-5	i	-8	3	-8

Given comma-delimited: 7 of the compounds above.
Molecule,FBA Mtb inh,Mtb UGM inh,BioA inh,MazF activator,GDH-TPI counter,3CLpro inhibitor,BH1578 lux ind,SSB-PriA inh,Rv3671c inh,DUSP3 inh
CCOC(=O)c1[nH]c2cc3c(cc2c1NC(=O)CN1CCN(CCO)CC1)OCO3,130*,-0.4,0.2,0,46*,1,i,-7,10,-19
CCOC(=O)c1cnn(-c2nc(-c3ccccc3)cs2)c1C(F)(F)F,16,-1.8,·,-15,-13,1,-0.3,-24,3,0
CCc1noc(C)c1C(=O)Nc1cccc2ncccc12,2,-1.2,-0.6,1,5,-4,i,-2,4,-7
CCn1c(=S)sc2c(=O)n(-c3ccccc3)c(SCC(=O)NCc3ccco3)nc21,0,-2.0,2.5,9,38*,6,-0.5,9,3,19
O=C1c2ccccc2C(=O)C1c1ccccn1,-5,-2.1,·,8,5,1,-0.5,5&-1,-18,-2
CN1CC(C(=O)O)Cc2c1ccc1ccccc21 (centres undefined),102*,0.8,0.1,-6,6,0,0.6,-10,-21,32
COc1ccccc1CNC(=O)C(=O)NCCC1CCCCN1S(=O)(=O)c1ccc(C)cc1 (centres undefined),7,·,·,-12,2,·,-1.8,17,-9,·

Further results:
SMILES	FBA Mtb inh	Mtb UGM inh	BioA inh	MazF activator	GDH-TPI counter	3CLpro inhibitor	BH1578 lux ind	SSB-PriA inh	Rv3671c inh	DUSP3 inh
Cc1nc2ccccc2c(=O)n1-c1cccnc1	-1	-3.3	-0.5	-10	-7	1	-3.0	-3	-1	-10
CCOc1ccc(-c2noc(-c3csc([C@@H]4C[C@H](O)[C@@H](CO)O4)n3)n2)cc1	-4	·	-1.0	·	-6	·	-0.3	·	·	·
CCOC(=O)c1cccc(C2=CC(=O)C[C@H](c3ccc(OC)cc3)C2)c1	7	-1.0	-2.0	-1	0	·	-2.4	-18	-3	·
O=C(Cn1c(=O)sc2ccccc21)NCc1ccccn1	2	4.1	-0.8	-7	3	-2	-0.6	-1	-2	28
c1ccc(C(c2ccccc2)c2noc(CN3CCN(C4CCCC4)CC3)n2)cc1	0	0.4	·	4	2	-2	i	-9	-10	34
CC1C(=O)OC2CCN3CC=C(COC(=O)C(C)(O)C1(C)O)C23 (centres undefined)	4	·	0.0	4	-4	·	-0.3	5	·	·
Cn1cccc1/C=N\NC(=O)Cc1ccc(Br)c2ccccc12	-3	2.7	·	3	16	4	·	·	0	12
Cc1cccc(C(=O)c2cn[nH]c2-c2ccccc2O)c1	1	5.0	-0.5	1	6	3	-0.5	-12	0	·
O=C(NCc1ccco1)c1sc(=S)n2c1[nH]c(=O)c1ccccc12	-7	-0.7	1.5	0	17	2	-1.0	-5	3	15
CCC1CCCCN1C(=O)COC(=O)c1cccs1 (centres undefined)	-6	1.4	-0.3	2	-4	·	-0.5	1	7	·
Cc1ccc(NC(=O)N2CCCC2C(=O)NCc2cccs2)cc1 (centres undefined)	3	0.9	-2.6	-4	-6	-4	1.9	-1	-3	-5
COC(=O)c1ccc(-c2nc(-c3cccs3)no2)cc1	2	2.0	2.1	3	9	1	-0.1	-12	-7	9
CC(C)N(Cc1nc(-c2ccc(Cl)cc2)no1)C(=O)CCC1CCCC1	0	-1.5	-0.3	6	-4	3	-0.3	-42	2	-17
CCOc1ccc(-c2nnc3ccc(SC)nn23)cc1	3	2.6	0.2	8	11	5	-0.2	-14&-25	-9	27
CC1=Nn2c(nc3sc4c(c3c2=O)CCCC4)SC1	1	-0.9	·	-5	11	2	-1.7	-13	-5	3
CCCCCCCC(=O)N/N=C(\C)c1ccc(O)cc1O	-3	-0.8	·	6	6	-3	-0.2	·	4	15
Cc1ccccc1NC(=O)c1ccc(NC(=O)C2CCCO2)cc1 (centres undefined)	0	-0.1	0.5	3	0	-4	i	-5	4	7
CCc1nc2oc3cc(OC)ccc3c(=O)c2c(=O)n1-c1ccccc1	1	1.2	-4.0	-1	16	0	-4.2	-16	0	7
CCCCn1c(N)c(N(CCOC)C(=O)C(C)N2C(=O)c3ccccc3C2=O)c(=O)[nH]c1=O (centres undefined)	-2	1.6	-1.6	3	6	·	i	-4	-5	·
Cc1cc(NC(=O)CN2CCCC(C)C2)n(-c2nc3ccccc3s2)n1 (centres undefined)	3	·	-0.9	6	11	-6	0.6	-13	·	4
O=C(CN1C(=O)NC2(CCCCC2)C1=O)N1CCN(S(=O)(=O)/C=C/c2ccccc2)CC1	6	-1.5	·	2	5	·	-1.6	-3	-1	·

Screening data as filed in PubChem BioAssay.
